PKM2 activator: PKM2 (human) enzyme activation. Potency, µM (top dose mostly 57.5 µM), without a hit: top-dose activation, actives largely listed as activators. AID 1631. hit rate 0.34% among 260,000. P14618. purified PKM2, Kinase-Glo ATP luminescence, activation; response scale: 0% is enzyme alone, no compound; further: potency means the concentration at half of the fitted maximal effect; nearly all actives have a fitted effect of over 55% in size
Target sequence (P14618 whole entry, looked up): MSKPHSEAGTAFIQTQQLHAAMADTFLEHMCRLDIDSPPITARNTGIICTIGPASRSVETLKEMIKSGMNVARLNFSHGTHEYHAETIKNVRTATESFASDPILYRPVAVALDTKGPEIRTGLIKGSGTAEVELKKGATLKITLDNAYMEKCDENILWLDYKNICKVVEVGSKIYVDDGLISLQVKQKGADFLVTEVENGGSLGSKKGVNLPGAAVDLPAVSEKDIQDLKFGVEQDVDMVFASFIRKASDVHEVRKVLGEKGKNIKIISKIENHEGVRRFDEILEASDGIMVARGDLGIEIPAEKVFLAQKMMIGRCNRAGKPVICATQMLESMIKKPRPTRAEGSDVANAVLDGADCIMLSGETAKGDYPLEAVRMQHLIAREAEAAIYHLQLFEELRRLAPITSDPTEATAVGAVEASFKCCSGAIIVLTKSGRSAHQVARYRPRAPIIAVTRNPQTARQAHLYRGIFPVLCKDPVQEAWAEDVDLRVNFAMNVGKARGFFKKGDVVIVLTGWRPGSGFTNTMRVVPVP
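Purified hPK-M2 (>95%) run at intermediate activity with 0.1 mM ADP and 0.5 mM PEP in 50 mM imidazole pH 7.2, KCl, MgCl2; 1 h room temperature. ATP formed read by Kinase-Glo luminescence; normalized to uninhibited and no-enzyme controls.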
uPA generation: inhibitors of cell surface uPA generation; cell surface uPA generation assay, qHTS; hit rate 0.31% among 330,000; Potency, µM (highest dose often 38.3 µM), for the others: at the top dose activity change, negative = inhibition, hits mostly inhibitors; active means well fitted inhibition curve with a large enough effect; inconclusive means small, poorly fitted or top-dose-only effect; inactive means no such curve, though single readings can be large or run the other way; tested in mouse RAW 264.7 cells; further: potency means the concentration at half of the fitted maximal effect; nearly all actives have a fitted effect of over 55% in size
B2AR arrestin: recruits beta-arrestin to the human beta2-adrenergic receptor. P07550. beta-arrestin recruitment to beta2AR, cell-based reporter. Potency, µM (highest dose often 46.1 µM), for the others: top-dose activation, actives largely listed as activators. hit rate 0.02% among 330,000. AID 492947;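 further: potency means the concentration at half of the fitted maximal effect; 0% = DMSO controls and full agonism = EC100 isoproterenol or metaproterenol; nearly all actives have a fitted effect of over 65% in size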
GALK inh: galactokinase (human) inhibition | Purified GALK, Kinase-Glo residual ATP luminescence | Potency, µM (series often up to 57.5 µM), without a hit: at the top dose activity change, negative = inhibition, usual class: inhibitors | hit rate 0.007% among 270,000 | AID 1868; further: potency means the concentration at half of the fitted maximal effect
Target sequence (P51570 whole entry, looked up): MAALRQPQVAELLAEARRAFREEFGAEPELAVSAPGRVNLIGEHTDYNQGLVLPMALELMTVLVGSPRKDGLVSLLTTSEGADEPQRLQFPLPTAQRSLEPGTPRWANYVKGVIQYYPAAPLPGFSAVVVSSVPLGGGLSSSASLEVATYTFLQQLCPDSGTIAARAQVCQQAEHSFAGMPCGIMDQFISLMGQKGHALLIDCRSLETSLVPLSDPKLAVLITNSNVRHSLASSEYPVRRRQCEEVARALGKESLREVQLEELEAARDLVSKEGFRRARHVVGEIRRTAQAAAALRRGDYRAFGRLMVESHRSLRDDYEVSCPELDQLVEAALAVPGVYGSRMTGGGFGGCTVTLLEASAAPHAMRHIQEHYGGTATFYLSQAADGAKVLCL
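ATP-depletion format; final 35 uM ATP, 100 uM D-galactose, 5 nM enzyme; pH 8.0 HEPES/Mg2+ buffer; 60 min RT; luminescence read 10 min after detection reagent.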
Coupling enz: coupling enzyme interference in Giardia aldolase counter-screen; activity change, negative = inhibition, % at 58.2 µM, hits read low; hit rate 0.67% among 290,000; coupling enzyme system counterscreen, AmpLite Red fluorescence; AID 2472; in the data active means activity change below about -30%
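Coupling enzymes only (glyceraldehyde-3-phosphate) + compound, at 57.5 uM final, 10 min RT; add substrate/coupling/AmpLite Red mix, 20 min RT; fluorescence ex 525/em 598 nm. Actives flag coupling-system interference.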
KCNH2 3.1 inh: blocks the human KCNH2 3.1 channel isoform | U2OS KCNH2 3.1, thallium flux FluxOr; stronger effect = lower value | activity change, % (tested at about 1.8 µM) | hit rate 0.95% among 340,000;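 active means maximum activity change below -70%; inconclusive means maximum activity change from -70% to -50%; inactive means maximum activity change above -50%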;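 further: thallium influx rate constant from kinetic fluorescence after stimulation buffer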
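Kinetic fluorescence (2 min after stimulation buffer) measures Tl+ influx through KCNH2 3.1 expressed by viral transduction in U2OS cells; the rate constant is normalized against DMSO controls serving as positive and negative references.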
USP2a block: USP2a (human) protease inhibition. hit rate 0.01% among 330,000. Potency, µM (titrated, usually from 38.3 µM), without a hit: at the top dose activity change, negative = inhibition, actives largely listed as inhibitors. AID 463254. USP2 core, Ub-CHOP2 coupled fluorogenic reporter, 485/531. O75604;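 further: potency means the concentration at half of the fitted maximal effect; plate controls were DMSO wells for no effect and full inhibition by NEM control for full effect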
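USP2 core (10nM final) preincubated 30min RT with compound in 20mM Tris-HCl pH 8.0, 2mM CaCl2, 2mM beta-mercaptoethanol, 0.05% CHAPS; 25nM Ub-CHOP2 plus 25nM reporter substrate added, fluorescence (Ex485/Em531) read after 60min.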
hERG WT inh: blocks the wildtype human KCNH2 potassium channel; hit rate 0.37% among 340,000; U2OS, BacMam KCNH2, thallium flux FluxOr; stronger effect = lower value; Q12809; activity change, % at 1.84 µM; AID 720551;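 active means maximum activity change below -70%; inconclusive means maximum activity change between -70% and -50%; inactive means maximum activity change above -50%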
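U2OS cells were transduced with wild-type KCNH2 virus (2.03 x 10^8 / mL) for 4 h at room temperature, then cultured overnight at 37 C. Thallium flux was read with FluxOr dye. Rate constants were normalized to DMSO controls.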
Eya2 inh: blocks the phosphatase activity of human Eya2; O00167; recombinant Eya2, OMFP fluorescence dephosphorylation (OMFP is methylfluorescein phosphate); Potency, µM (doses to about 76.9 µM), for inactives: at the top dose activity, negative = inhibition, most hits filed as inhibitors; hit rate 0.006% among 330,000; AID 488837; further: potency means the concentration at half of the fitted maximal effect
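Eya2 (0.2 uM) preincubated 10 min at ambient with compound, then OMFP substrate added at 50 uM; 10 min reaction in 50 mM HEPES pH 7.5, 50 mM NaCl, 5 uM MgCl2, 0.05% BSA, 1 mM DTT. Fluorescence read at Ex 485/Em 525 nm.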
Giardia kill: Giardia lamblia killing; Giardia lamblia trophozoite viability; activity change, % at 7.66 µM, hits read low; hit rate 0.15% among 340,000; in the data active means activity change below about -80%; inconclusive means between about -30% and that limit;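 further: parasites exposed to compound for two days anaerobically before the ATP read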
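Media and compound were dispensed first, then trophozoites at 100 cells/well; plates sat 48 hrs at 37 deg C without oxygen before ATP luminescence reagent was added and read after 15-30 min at room temperature.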
BCR signal inh: chronic active BCR signaling inhibition | ABC-DLBCL IkBa-CBG/CBR reporter, luminescence ratio, 4 h | Potency, µM (series often up to 46.1 µM), inactives show top-dose ratio change, negative = lower green/red ratio, usual class: inhibitors | hit rate 0.05% among 340,000 | AID 493014; active means well fitted inhibition curve with a large enough effect in the signal ratio, with a control signal flat, not every such curve was filed as active; inconclusive means small, poorly fitted or top-dose-only effect, or effect the other way, or a change in a side signal; the % refers to the signal ratio;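 further: potency means the concentration at half of the fitted maximal effect; plate controls were basal doxycycline-induced cells for no effect and cells given 10 µM MG132 for full effect; MG132 reads +100%, hits lower the ratio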
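TMD8 human ABC-DLBCL cells with doxycycline-inducible IκBα–green luciferase fusion and unfused red luciferase, in 0.5% FBS medium; compounds up to 46 uM, 4 h at 37C. Green/red luminescence ratio, filter-overlap corrected, fitted to concentration-response curves.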
The depositor's hits bear a star. Unless noted, the call rests on the fitted dose curve; in most records, active means well fitted curve in the direction sought with a large enough effect; inconclusive means small, poorly fitted or top-dose-only effect, or another doubt; inactive means no such curve, though single readings can be large; an effect the other way counts as inactive or inconclusive. Unless noted, on the % scale 0 is the no-effect control and ±100 the full control effect.

Results for COc1ccccc1CNn1c(-c2cccc(C)c2)nc2ccccc2c1=O ?
PKM2 activator: -4.4%; uPA generation: 4.2%; B2AR arrestin: -0.1%; GALK inh: 0.4%; Coupling enz: 9.9; KCNH2 3.1 inh: -2.0; USP2a block: 0.2%; hERG WT inh: -0.1; Eya2 inh: -12.1%; Giardia kill: 1.8; BCR signal inh: inconclusive

Results for CCCCC(CC)C(=O)N1CCN(C(=O)c2ccco2)CC1 (configuration not stated) ?
PKM2 activator: 0.4%; uPA generation: 14.2%; B2AR arrestin: 0.0%; GALK inh: -3.0%; Coupling enz: 4.1; KCNH2 3.1 inh: 8.0; USP2a block: -0.1%; hERG WT inh: -23.9; Eya2 inh: 6.3%; Giardia kill: -5.7; BCR signal inh: 1.2%

What do the screens show for `NC(=O)c1c(-c2ccc(Cl)cc2Cl)csc1NC(=O)Cc1ccccc1`?
PKM2 activator: 1.6%; uPA generation: -13.5%; B2AR arrestin: -0.3%; GALK inh: 0.9%; Coupling enz: 2.6; KCNH2 3.1 inh: -6.3; USP2a block: 0.2%; hERG WT inh: -1.5; Eya2 inh: -10.0%; Giardia kill: -18.7; BCR signal inh: 12.6%

Results for CC(=O)Nc1ccc(NC(=O)CSc2ccc(-c3cccnc3)nn2)cc1 ?
PKM2 activator: 3.1%; uPA generation: 0.6%; B2AR arrestin: -0.7%; GALK inh: 5.8%; Coupling enz: 0.7; KCNH2 3.1 inh: 3.8; USP2a block: 2.9%; hERG WT inh: -19.0; Eya2 inh: -1.6%; Giardia kill: -6.6; BCR signal inh: -1.7%

How did CC[C@H](C)/C=C(C)/C=C/C(=O)Cc1cc(O)c(C)c(O)c1C=O do in these assays?
PKM2 activator: -4.2%; uPA generation: 3.8%; B2AR arrestin: -0.6%; GALK inh: -1.0%; Coupling enz: -7.1; KCNH2 3.1 inh: -7.1; USP2a block: 7.6%; hERG WT inh: 4.5; Eya2 inh: 11.9%; Giardia kill: -9.4; BCR signal inh: 9.2%

What do the screens show for `O=C(CSC1=NS(=O)(=O)c2cc(F)ccc2N1)NCCc1ccccc1`?
uPA generation: 1.7%; B2AR arrestin: -0.2%; KCNH2 3.1 inh: 3.4; USP2a block: -1.5%; hERG WT inh: -4.7; Eya2 inh: 4.4%; Giardia kill: -8.2; BCR signal inh: 14.1%

Results for Cc1ccc(OCCNC(=O)CN2C(=O)NC3(CCCC3)C2=O)cc1 ?
uPA generation: 1.3%; B2AR arrestin: 0.0%; KCNH2 3.1 inh: -0.4; USP2a block: 1.6%; hERG WT inh: 2.3; Eya2 inh: 16.1%; Giardia kill: -17.0; BCR signal inh: 0.4%

Results for O=C(Nc1cccc(F)c1)Nc1ccc2c(c1)CCC2 ?
PKM2 activator: 5.7%; uPA generation: 0.2%; B2AR arrestin: -0.8%; GALK inh: -3.6%; KCNH2 3.1 inh: 10.9; USP2a block: 0.8%; hERG WT inh: 4.7; Eya2 inh: -2.3%; Giardia kill: 1.1; BCR signal inh: 1.8%

Results for COc1ccc(CNC(=O)[C@H](C)NC(=O)C2CCN(S(=O)(=O)c3ccc(F)cc3)CC2)cc1 ?
uPA generation: -5.0%; B2AR arrestin: -1.0%; GALK inh: 0.6%; Coupling enz: 2.7; KCNH2 3.1 inh: -19.0; USP2a block: 4.4%; hERG WT inh: 2.2; Eya2 inh: 3.3%; Giardia kill: 10.0; BCR signal inh: -12.0%

What do the screens show for `Cc1ccc(S(=O)(=O)N(Cc2cccc(C(F)(F)F)c2)C(=O)N2CCN(C)CC2)cc1`?
uPA generation: 0.7%; B2AR arrestin: -1.1%; KCNH2 3.1 inh: 0.4; USP2a block: -1.1%; hERG WT inh: -2.0; Eya2 inh: -11.8%; Giardia kill: -4.2; BCR signal inh: 3.4%

What do the screens show for `CCOC(=O)C(C)Sc1ncc(OC)c(=O)[nH]1` (configuration not stated)?
PKM2 activator: -23.9%; uPA generation: -0.7%; B2AR arrestin: -0.1%; GALK inh: -0.3%; Coupling enz: -3.5; KCNH2 3.1 inh: 11.4; USP2a block: -0.6%; hERG WT inh: -7.9; Eya2 inh: 10.8%; Giardia kill: 8.8; BCR signal inh: 0.2%

How did Cc1cc(C)c2nc(NC(=O)c3cccc(S(=O)(=O)N4CCc5ccccc54)c3)sc2c1 do in these assays?
PKM2 activator: 10.9%; uPA generation: -0.9%; B2AR arrestin: -1.9%; GALK inh: 2.2%; Coupling enz: 4.0; KCNH2 3.1 inh: 3.0; USP2a block: 2.0%; hERG WT inh: -6.5; Eya2 inh: 11.0%; Giardia kill: 7.2; BCR signal inh: 0.7%

How did Cn1c(C2CCCCC2)nc2c1c(=O)[nH]c(=O)n2Cc1ccccc1 do in these assays?
PKM2 activator: 1.1%; uPA generation: -5.7%; B2AR arrestin: -0.8%; GALK inh: -1.4%; Coupling enz: 0.4; KCNH2 3.1 inh: 2.0; USP2a block: 0.5%; hERG WT inh: -16.3; Eya2 inh: -3.9%; Giardia kill: -13.1; BCR signal inh: -4.7%

What do the screens show for `CCc1cc(C(=O)Nc2cc(S(=O)(=O)N(CC)CC)ccc2N2CCOCC2)sc1C`?
uPA generation: -25.1%; B2AR arrestin: -0.3%; KCNH2 3.1 inh: -18.7; USP2a block: 2.5%; hERG WT inh: 4.5; Eya2 inh: -23.8%; Giardia kill: -4.1; BCR signal inh: -1.8%

Results for Clc1ccc(-c2ccc(C=Nc3ccc(N4CCOCC4)cc3)o2)c(Cl)c1 ?
uPA generation: 0.3%; B2AR arrestin: -0.1%; GALK inh: 14.0%; Coupling enz: -18.2; KCNH2 3.1 inh: 12.8; USP2a block: -1.6%; hERG WT inh: 6.3; Eya2 inh: 0.7%; Giardia kill: -10.0; BCR signal inh: -6.7%

How did CSCC[C@H](NC(=O)c1cccc(S(=O)(=O)N2CCN(C)CC2)c1)c1nc2ccccc2[nH]1 do in these assays?
uPA generation: -3.0%; B2AR arrestin: -0.3%; KCNH2 3.1 inh: -16.6; USP2a block: 2.4%; hERG WT inh: 2.3; Eya2 inh: 1.8%; Giardia kill: -16.1; BCR signal inh: -0.4%

What do the screens show for `NC(=O)CC(NC(=O)Cc1ccc(Br)cc1)c1ccc(NCc2ccccn2)c([N+](=O)[O-])c1` (configuration not stated)?
PKM2 activator: -1.0%; uPA generation: 12.9%; B2AR arrestin: -0.3%; GALK inh: -0.3%; Coupling enz: -3.9; KCNH2 3.1 inh: 6.6; USP2a block: -1.8%; hERG WT inh: 2.1; Eya2 inh: 3.2%; Giardia kill: inconclusive; BCR signal inh: -12.4%

How did CCN(CC)c1cc(C(F)(F)F)nc(-c2ccccn2)n1 do in these assays?
PKM2 activator: -3.7%; B2AR arrestin: inconclusive; GALK inh: 0.4%; Coupling enz: -1.6; KCNH2 3.1 inh: 25.6; USP2a block: 1.5%; hERG WT inh: -18.0; Eya2 inh: 0.2%; Giardia kill: -3.7; BCR signal inh: -27.4%

What do the screens show for `CCc1ccc(CNn2cnnc2SCC(=O)NC(C)(C)C)cc1`?
PKM2 activator: -3.0%; uPA generation: -1.7%; B2AR arrestin: -0.7%; GALK inh: -0.4%; Coupling enz: -2.2; KCNH2 3.1 inh: -1.6; USP2a block: 4.1%; hERG WT inh: -5.2; Eya2 inh: 2.4%; Giardia kill: -2.3; BCR signal inh: -2.7%

Results for Cc1ccc(-n2ncc3c(NNC(=O)c4ccco4)ncnc32)cc1Cl ?
PKM2 activator: 2.9%; uPA generation: -4.0%; B2AR arrestin: 0.3%; GALK inh: 0.5%; Coupling enz: -0.3; KCNH2 3.1 inh: 4.5; USP2a block: 2.7%; hERG WT inh: -0.4; Eya2 inh: 16.8%; Giardia kill: -19.3; BCR signal inh: 7.8%

How did Cc1nnc(NC(=O)c2cccc(Br)c2)s1 do in these assays?
PKM2 activator: -1.6%; uPA generation: 5.7%; B2AR arrestin: -0.3%; GALK inh: -1.2%; Coupling enz: -2.5; KCNH2 3.1 inh: -1.6; USP2a block: 3.0%; hERG WT inh: -2.1; Eya2 inh: 3.0%; Giardia kill: 3.6; BCR signal inh: -25.1%

What do the screens show for `O=C(/C=C/c1ccco1)c1cccnc1`?
uPA generation: 2.4%; B2AR arrestin: 0.4%; GALK inh: -4.8%; Coupling enz: -1.5; KCNH2 3.1 inh: -4.4; USP2a block: 5.6%; hERG WT inh: 5.7; Eya2 inh: 11.7%; Giardia kill: -13.5; BCR signal inh: -1.8%

Screens as filed in PubChem BioAssay.
